# From PubChem BioAssay
# All columns: NCI-60 one-dose screen, growth in % after 48 h at 10 µM unless noted; 100 = growth as untreated, 0 = no growth, -100 = all killed.
# U251 = U251 CNS tumor cells; 80,000 compounds, 5.4% hits
# SNB-19 = SNB-19 CNS cancer cells; 81,000 compounds, 2.5% hits
# SF-295 = SF-295 CNS cancer cells; 79,000 compounds, 5.6% hits; AID 1794758
# SNB-75 = SNB-75 CNS cancer; 79,000 compounds, 5% hits; AID 1794750
# PC-3 = PC-3 prostate cancer cells; 80,000 compounds, 3.9% hits
# SF-539 = SF-539 CNS cancer. 81,000 compounds, 6.8% hits. AID 1794752
# HCC-2998 = HCC-2998 colon cancer; AID 1794799; 79,000 compounds, 4.7% hits
# SF-268 = SF-268 CNS cancer cells | AID 1794759 | 82,000 compounds, 3.1% hits
# The depositor's hits bear a star; · = not tested or not shown; & = joins results of further samples. The calls were made as follows: active = growth percent below 10; inactive = the rest. No enrichment for hits. Share with any hit: about 10%.
# Keys: A = U251; B = SNB-19; C = SF-295; D = SNB-75; E = PC-3; F = SF-539; G = HCC-2998; H = SF-268
1. CCOC(=O)CCN(CCC(=O)OCC)C(C)C
  A: 102 | B: 102 | C: 78 | D: 88 | E: 103 | F: 102 | G: 97 | H: 105
2. COc1cc(C=C2C(=O)N(C)C(=O)N(C)C2=O)cc(CN2CCCCC2)c1O
  A: 100 | B: 93 | C: 104 | D: 90 | E: 105 | F: 100 | G: 103 | H: 94
3. CC12CCC3C4(C)COC(c5ccc(Br)s5)OC4CCC3(C)C1CC(C1=CCOC1=O)O2 (stereo not drawn)
  A: 75 | B: 86 | C: 76 | D: 100 | E: 55 | F: 86 | G: 83 | H: 91
4. Cc1c(C(=O)Nc2nc3ccccc3s2)cnn1-c1ccccc1F
  A: 60 | B: 75 | C: 89 | D: 79 | E: 55 | F: 88 | G: 99 | H: 88
5. O=S(=O)(O)c1ccc(-c2ccccc2)cc1
  A: 104 | B: 87 | C: 121 | D: 107 | E: 93 | F: 102 | G: 120 | H: 114
6. COc1ccc2nc(-c3ccccc3)cc(C(=O)O)c2c1
  A: 107 | B: 105 | C: 99 | D: 111 | E: 99 | F: 104 | G: 107 | H: 103
7. [Cl][Ru].c1ccc(-c2cccc(-c3ccccn3)n2)nc1.c1ccc(-c2ccnc3c2ccc2c(-c4ccccc4)ccnc23)cc1
  A: 32 | B: 24 | C: 96 | D: 1.9* | E: 24 | F: 15 | G: 31 | H: 29
8. Cc1ccc2oc(=O)cc(Cn3cc(CSc4nc5cc(Cl)ccc5o4)nn3)c2c1
  A: 110 | B: 107 | C: 107 | D: 92 | E: 100 | F: 99 | G: 112 | H: 100
9. Cc1ccc(Cc2cnc(NC(=O)c3cc(C)oc3C)s2)cc1
  A: 67 | B: 84 | C: 67 | D: 77 | E: 73 | F: 77 | G: 89 | H: 68
10. N#Cc1ccc(Cn2cc(CSc3nc4ccccc4o3)nn2)cc1
  A: 105 | B: 103 | C: 98 | D: 92 | E: 86 | F: 112 | G: 96 | H: 89
11. COc1c2c(c(OC)c3c(=O)ccoc13)OCO2
  A: 101 | B: 102 | C: 104 | D: 97 | E: 106 | F: 101 | G: 106 | H: 99
12. COc1cc(-c2noc(-c3cc(OC)c(OC)c(OC)c3)n2)cc(OC)c1OC
  A: 102 | B: 83 | C: 93 | D: 42 | E: 84 | F: 85 | G: 105 | H: 91
13. Cc1ccc(O)c(Cc2ccccc2Cl)c1
  A: 93 | B: 97 | C: 100 | D: 90 | E: 96 | F: 89 | G: 99 | H: 90
14. Nc1ncnc2c1ncn2C(C=O)OC(C=O)CO (stereo not drawn)
  A: 68 | B: · | C: 107 | D: 79 | E: 73 | F: 71 | G: 102 | H: 91
15. O=C(CCl)Oc1ccc(-c2ccccc2)c(Br)c1
  A: 102 | B: 107 | C: 107 | D: 96 | E: 97 | F: 99 | G: 109 | H: 104
16. CCCCCCCCCCCCO
  A: 97 | B: 104 | C: 101 | D: 94 | E: 98 | F: 101 | G: 98 | H: 101
17. COc1ccc(NCc2cn(-c3ccc(C(=O)O)cc3)nc2-c2ccc(C(=O)O)cc2)c(OC)c1
  A: 104 | B: 94 | C: 100 | D: 74 | E: 95 | F: 102 | G: 105 | H: 94
18. C=CCN(CC#N)CC=C
  A: 100 | B: 109 | C: 108 | D: 96 | E: 91 | F: 102 | G: 118 | H: 114
19. C1=C(N2CCCC2)CCC1
  A: 99 | B: 111 | C: 104 | D: 93 | E: 78 | F: 87 | G: 110 | H: 107
20. CC(/C=C/c1ccc(Br)cc1)=N\OCC(=O)NC(C)C
  A: 86 | B: 85 | C: 89 | D: 96 | E: 84 | F: 96 | G: 97 | H: 99
21. CCN1CCN(Cc2ccc(C(=O)Nc3ccc(C)c(Oc4ccc(-c5[nH]nc6ncnc(N)c56)cc4)c3)cc2C(F)(F)F)CC1
  A: 89 | B: 101 | C: 79 | D: 96 | E: 71 | F: 56 | G: 117 | H: 90
22. NNc1ccc(S(N)(=O)=O)cc1
  A: · | B: · | C: 105 | D: 90 | E: 90 | F: 99 | G: 87 | H: 108
23. CN1CCN(Cc2ccc(NC(=O)c3cncc(C#Cc4cncn5ccnc45)c3)cc2C(F)(F)F)CC1
  A: 77 | B: 92 | C: 92 | D: 123 | E: 90 | F: 52 | G: 48 | H: 92
24. CC(=O)Nc1ccc(Br)cc1C
  A: 99 | B: 101 | C: 110 | D: 86 | E: 88 | F: 94 | G: 102 | H: 94
25. CC(=O)C(C(C)=O)C(=S)NC(=O)c1ccc(-n2c(=O)[nH]c3ccccc3c2=O)cc1
  A: 99 | B: 98 | C: 103 | D: · | E: 97 | F: 97 | G: 110 | H: 96
26. CC(=O)c1cnn(-c2cc(=O)[nH]c3ccccc23)c1C
  A: 95 | B: 94 | C: 93 | D: 84 | E: 87 | F: 93 | G: 113 | H: 100
27. CN(C)C(=O)c1ccc2c3c(ccc(C(=O)N(C)C)c13)CC2
  A: 99 | B: 109 | C: 94 | D: 99 | E: 98 | F: 107 | G: 103 | H: 107
28. NC(=S)Nc1cccc(NC(N)=S)c1
  A: 89 | B: 88 | C: 90 | D: 98 | E: 102 | F: 100 | G: 117 | H: 91
29. COCc1ccc([N+](=O)[O-])o1
  A: 104 | B: 110 | C: 122 | D: 96 | E: 84 | F: 96 | G: 105 | H: 103
30. Nc1ccc(C(=O)Nc2cc(S(=O)(=O)O)cc3cc(S(=O)(=O)O)ccc23)cc1
  A: 120 | B: 116 | C: 107 | D: 124 | E: 113 | F: 123 | G: 114 | H: 108
31. CS(=O)(=O)c1ccc(-c2nc3ccccn3c2C=Nc2ccc(F)cc2)cc1
  A: 98 | B: 92 | C: 97 | D: 92 | E: 92 | F: 96 | G: 111 | H: 93
32. N#Cc1c(-c2ccc(Cl)cc2)nc(NN=Cc2ccco2)nc1N1CCOCC1
  A: · | B: 80 | C: 74 | D: 10 | E: 68 | F: 75 | G: 75 | H: 75
33. CC1=C2[C@@H](CC1)[C@]1(C)O[C@@](C(C)C)(C[C@H]1OC(=O)CO)[C@H]2OC(=O)C1CC1c1ccccc1 (stereo partly drawn)
  A: 80 | B: 88 | C: 67 | D: 102 | E: 63 | F: 101 | G: 83 | H: 76
34. COc1ccc(CC(=O)c2ccc(OC)cc2)cc1
  A: 95&118 | B: 98&101 | C: 97&87 | D: 82&109 | E: 93&105 | F: 99&108 | G: 105&104 | H: 99&115
35. CC(=O)[C@@H]1CC[C@H](C)c2ccc(C)nc2C1
  A: 106 | B: 100 | C: 100 | D: 110 | E: 100 | F: 100 | G: 103 | H: 106
36. C(=C1c2ccccc2-c2ccccc21)c1ccncc1
  A: 28 | B: 45 | C: 36 | D: -5.9* | E: 59 | F: 56 | G: 67 | H: 55
37. Cc1nc(-c2cc3ccccc3oc2=O)ccc1C(=O)/C=C/c1ccc2c(c1)OCO2
  A: 109 | B: 96 | C: 95 | D: 96 | E: 109 | F: 102 | G: 110 | H: 107
38. COc1ccc([C@@H]2[C@@H](Oc3ccccc3)C(=O)N2c2cc(OC)c(OC)c(OC)c2)cc1F
  A: 4.2* | B: 20 | C: 3.7* | D: 61 | E: 21 | F: -21* | G: 13 | H: 25
39. NS(=O)(=O)c1ccc(Cl)c2ccccc12
  A: 103 | B: 104 | C: 97 | D: 79 | E: 98 | F: 90 | G: 105 | H: 103
40. C(=N\Nc1nnc2n1N=C(c1ccccc1)CS2)/c1ccc(-c2ccccc2)cc1
  A: 83 | B: 91 | C: 99 | D: 114 | E: 67 | F: 101 | G: 107 | H: 118

# One compound at a time, from the list above.
# COc1ccc(NCc2cn(-c3ccc(C(=O)O)cc3)nc2-c2ccc(C(=O)O)cc2)c(OC)c1 as listed: U251: 104; SNB-19: 94; SF-295: 100; SNB-75: 74; PC-3: 95; SF-539: 102; HCC-2998: 105; SF-268: 94
# CC1=C2[C@@H](CC1)[C@]1(C)O[C@@](C(C)C)(C[C@H]1OC(=O)CO)[C@H]2OC(=O)C1CC1c1ccccc1 (stereo partly drawn) as listed: U251: 80; SNB-19: 88; SF-295: 67; SNB-75: 102; PC-3: 63; SF-539: 101; HCC-2998: 83; SF-268: 76

# Some of the entries so far, screen by screen.
(37) Cc1nc(-c2cc3ccccc3oc2=O)ccc1C(=O)/C=C/c1ccc2c(c1)OCO2
(38) COc1ccc([C@@H]2[C@@H](Oc3ccccc3)C(=O)N2c2cc(OC)c(OC)c(OC)c2)cc1F
(39) NS(=O)(=O)c1ccc(Cl)c2ccccc12
(40) C(=N\Nc1nnc2n1N=C(c1ccccc1)CS2)/c1ccc(-c2ccccc2)cc1
assay / compound	37	38	39	40
U251	109	4.2*	103	83
SNB-19	96	20	104	91
SF-295	95	3.7*	97	99
SNB-75	96	61	79	114
PC-3	109	21	98	67
SF-539	102	-21*	90	101
HCC-2998	110	13	105	107
SF-268	107	25	103	118

# (cont.)
# Keys: A = U251; B = SNB-19; C = SF-295; D = SNB-75; E = PC-3; F = SF-539; G = HCC-2998; H = SF-268
41. O=C(c1ccccc1)C1OC1c1ccccc1 (stereo not drawn)
  A: 90 | B: 103 | C: 99 | D: 81 | E: 110 | F: 104 | G: 118 | H: 107
42. COc1ccc(/C=C/C(=O)c2cccc(OCC(=O)O)c2)cc1
  A: 102 | B: 106 | C: 100 | D: 101 | E: 105 | F: 109 | G: 110 | H: 109
43. O=C(O)c1cccc(S(=O)(=O)c2ccccc2)c1
  A: 108 | B: 110 | C: 95 | D: 84 | E: 100 | F: 99 | G: 104 | H: 103
44. O=[N+]([O-])c1cc(S(=O)(=O)Nc2ccccc2)ccc1Nc1ccccc1
  A: 103&100 | B: 94&104 | C: 91&104 | D: 84&98 | E: 74&94 | F: 100&92 | G: 93&100 | H: 114&115
45. Nc1ncnc2c1N=C1c3ccccc3CCC1C(c1ccccc1)N2 (stereo not drawn)
  A: 91 | B: 102 | C: 99 | D: 63 | E: 89 | F: 84 | G: 121 | H: 80
46. Cc1cnc(SCc2ccccc2Cl)nc1N(C)C
  A: 95 | B: · | C: 89 | D: 131 | E: 99 | F: 102 | G: 99 | H: 107
47. CC(C)c1cccc(O)c1
  A: 109 | B: 97 | C: 114 | D: 101 | E: 102 | F: 105 | G: · | H: 96
48. Nc1nc(Nc2ccccc2)nn1Cc1cccc(C(F)(F)F)c1
  A: 87 | B: 94 | C: 89 | D: 100 | E: 70 | F: 84 | G: 112 | H: 107
49. CCN(CC)C(=O)COc1ccc(Cl)cc1C
  A: 91 | B: 103 | C: 106 | D: 95 | E: 86 | F: 104 | G: 93 | H: 97
50. CCOC(=O)C1=CC(=O)CC(C)(C)O1
  A: 100&104 | B: 109&104 | C: 114&125 | D: 116 | E: 105&89 | F: 109&110 | G: 108&102 | H: 103&108
